GRP78 ERSR act: ER stress response induction in glioma; U87-MG GRP78 promoter luciferase reporter, 16 h; AID 602332; actives 0.02% (n = 420,000); Potency, µM, without a hit: top-dose activation, actives largely listed as activators; note: potency is the fitted concentration of half-maximal effect; series mostly up to about 76 µM; % of control where 0% means no effect; nearly all actives have a fitted effect of over 35% in size
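Stably transfected U87-MG glioma cells carrying a GRP78-based luciferase sensor; 16 h compound incubation. Luminescence end-point read 10 min after Bright-Glo addition at room temperature.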
D1 antag: human D1 dopamine receptor antagonism | P21728 | HEK293 TREx D1 cells, calcium flux, dopamine EC80; hits give low values | activity change, negative = inhibition, % at 10 µM | actives 3.2% (n = 360,000); in the data active = activity change below about -30%; note: % is set by controls: 0 for no effect and ±100 for the full control effect
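Using tetracycline-induced force-coupled D1 Hek293 cells and a calcium dye, signals were followed for 180 s after compound, then for 180 s after EC80 dopamine, to detect inhibitors.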
RXFP1 ag: RXFP1 (human) receptor agonism; Q9HBX9; HEK293T-RXFP1 cAMP TR-FRET, 30 min; response scale: percent of porcine relaxin response, buffer zero; Potency, µM (titrated, usually from 57.5 µM), for the others: top-dose activation, hits mostly activators; actives 0.3% (n = 370,000); AID 2676; note: potency is the fitted concentration of half-maximal effect; % is set by controls: 0 for no effect and ±100 for the full control effect; nearly all actives have a fitted effect of over 60% in size; many of its hits are not listed in these tables
Target sequence (Q9HBX9 whole entry, looked up): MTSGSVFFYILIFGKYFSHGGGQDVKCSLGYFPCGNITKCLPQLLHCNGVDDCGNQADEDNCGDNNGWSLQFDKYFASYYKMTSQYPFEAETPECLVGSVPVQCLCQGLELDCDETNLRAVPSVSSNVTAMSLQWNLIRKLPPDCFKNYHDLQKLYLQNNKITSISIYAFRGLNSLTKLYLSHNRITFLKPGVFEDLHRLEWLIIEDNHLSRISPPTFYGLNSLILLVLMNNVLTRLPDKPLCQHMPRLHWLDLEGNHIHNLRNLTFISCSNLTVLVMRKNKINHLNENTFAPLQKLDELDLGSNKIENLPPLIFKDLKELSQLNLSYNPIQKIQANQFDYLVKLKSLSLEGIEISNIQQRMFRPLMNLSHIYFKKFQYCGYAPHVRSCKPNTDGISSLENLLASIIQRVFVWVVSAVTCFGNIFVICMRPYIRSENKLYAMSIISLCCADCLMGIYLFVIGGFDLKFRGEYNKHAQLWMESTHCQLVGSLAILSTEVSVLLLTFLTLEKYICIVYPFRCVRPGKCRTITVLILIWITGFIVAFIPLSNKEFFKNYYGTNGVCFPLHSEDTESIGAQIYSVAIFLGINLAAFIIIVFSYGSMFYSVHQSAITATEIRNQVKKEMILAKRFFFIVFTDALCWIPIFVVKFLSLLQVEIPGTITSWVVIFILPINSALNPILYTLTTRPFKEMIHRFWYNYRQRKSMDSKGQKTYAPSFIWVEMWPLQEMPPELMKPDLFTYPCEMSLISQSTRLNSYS
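HEK293 cells stably expressing RXFP1, treated 30 min at 37C with compounds plus PDE4 inhibitor Ro 20174; cAMP measured by HTRF TR-FRET. Normalized to buffer and 29 nM porcine relaxin; EC50 by Hill fit.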
D1 PAM: human D1 dopamine receptor positive modulation; P21728; HEK293 TREx D1 cells, calcium flux, dopamine EC20 potentiation; potentiation, % at 10 µM; actives 0.036% (n = 360,000); in the data active = potentiation above about 30%; note: 0% is about no effect
D2 PAM: positive allosteric modulators of human D2 dopamine receptor. P14416. HEK293 T-REx D2, calcium flux, EC20 dopamine potentiation. potentiation, % at 10 µM. actives 0.34% (n = 340,000);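 active = potentiation over 3 SD above the plate norm, cut at about 30% in these data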; note: 0% is about no effect
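Cells plated with tetracycline inducer and held overnight at 30 C; calcium dye loaded 30–90 min at room temperature; baseline taken, compound added and read 180 s; EC20 dopamine then added and read 180 s.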
LDHA inh: blocks human lactate dehydrogenase A | P00338 | purified LDHA, NADH/diaphorase-resazurin fluorescence; hits give low values | activity change, % (values are at about 110 or 230 µM) | actives 0.15% (n = 480,000); in the data active = activity change below about -30%; inconclusive = mostly about -25% to -30%;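 note: plate controls were DMSO wells for no effect and wells without enzyme for full effect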
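Enzyme activity of human lactate dehydrogenase 5 (2 nM; 0.06 mM NADH, 0.2 mM pyruvate, 5 min, RT) is measured via a resazurin/diaphorase fluorescence readout of residual NADH.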
Vif-APOBEC3F blk: inhibitors of Vif-A3F interaction; HeLa A3F-eYFP + Vif (tagged APOBEC3F with the HIV-1 protein that degrades it), YFP fluorescence increase; Potency, µM (doses to about 46.1 µM), inactives show at the top dose activity, negative = active; actives 0.2% (n = 390,000); note: potency is the fitted concentration of half-maximal effect; % of control where 0% means no effect; nearly all actives have a fitted effect of over 65% in size
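HeLa cells stably expressing A3F-eYFP plus Vif, plated and incubated overnight at 37 deg C, then exposed to compounds overnight at 37 deg C. Blocked degradation read as raised yellow fluorescence (Ex 488/Em 500-530).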
D1 agonist: activates the human D1 dopamine receptor | activation, % at 2 µM | HEK293 T-REx D1 cells, calcium flux, agonist mode | actives 1% (n = 360,000) | P21728; in the data active = activation above about 30%; note: 0% is about no effect
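Inducible HEK293 T-REx D1 cells, force-coupled to calcium signalling, were plated at 4000 cells/well with tetracycline and held overnight at 30 C. After no-wash calcium dye loading, compound-evoked calcium rise over 180 s flagged agonists.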
Vif-A3G inh: inhibitors of Vif-APOBEC3G interaction. HeLa A3G-eYFP + Vif (tagged APOBEC3G with the HIV-1 protein that degrades it), YFP fluorescence, overnight. Potency, µM (highest dose often 46.1 µM), without a hit: top-dose activity, negative = active, hits mostly inhibitors. actives 0.076% (n = 410,000). AID 602310;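 note: potency is the fitted concentration of half-maximal effect; % is set by controls: 0 for no effect and ±100 for the full control effect; nearly all actives have a fitted effect of over 60% in size; hits raise eYFP signal because A3G escapes Vif-driven loss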
Target sequence (Q9HC16 whole entry, looked up): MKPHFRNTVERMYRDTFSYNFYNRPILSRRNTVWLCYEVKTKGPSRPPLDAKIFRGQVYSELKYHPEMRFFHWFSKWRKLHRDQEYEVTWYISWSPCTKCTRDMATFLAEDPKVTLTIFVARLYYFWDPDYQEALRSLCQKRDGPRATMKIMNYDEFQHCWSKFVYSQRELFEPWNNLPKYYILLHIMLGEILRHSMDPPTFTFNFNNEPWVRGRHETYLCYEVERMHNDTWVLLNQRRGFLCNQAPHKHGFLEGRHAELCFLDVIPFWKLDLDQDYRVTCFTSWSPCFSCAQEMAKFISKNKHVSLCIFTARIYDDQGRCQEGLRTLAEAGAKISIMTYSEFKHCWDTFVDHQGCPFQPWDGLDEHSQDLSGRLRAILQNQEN
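HeLa cells stably expressing Vif and C-terminally eYFP-tagged A3G, seeded overnight at 37 deg C, then exposed to compound by pintool overnight at 37 deg C. Rise in yellow fluorescence (Ex 488/Em 500-530, Acumen) marks blocked Vif-driven A3G degradation.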
* = called active by the depositor; ? = inconclusive; . = no result given. Unless noted, calls come from the whole dose curve; as a rule, active = well fitted curve in the direction sought with a large enough effect; inconclusive = small, poorly fitted or top-dose-only effect, or another doubt; inactive = no such curve, though single readings can be large; an effect the other way counts as inactive or inconclusive. A portion of the library; rates above refer to the full screens.

Every second line gives: LDHA inh	Vif-A3G inh	GRP78 ERSR act	D1 antag	D2 PAM	Vif-APOBEC3F blk	D1 PAM	D1 agonist	RXFP1 ag
C=CCn1c(=N)c(C(=O)NCCCOC)cc2c(=O)n3cc(C)ccc3nc21
  -3.5	-3.6%	-6.0%	0.6	0.5	2.0%	-4.9	2.1	6.2%
O=C(COC(=O)c1ccccc1Oc1ccccc1)NCc1ccco1
  -4.1	-0.4%	-3.6%	0.8	4.9	-3.2%	-5.8	0.6	1.1%
COC(=O)c1ccc(N=NNc2ccccc2)cc1
  -0.5	-1.0%	-5.9%	-0.4	-6.2	3.6%	9.2	1.4	-2.2%
O=c1cc(-c2ccc(O)cc2)oc2ccc3ccccc3c12
  -6.3	-13.2%	-13.7%	7.6	3.4	1.1%	-6.6	0.4	0.5%
Cc1nn(Cc2ccccc2)c(Cl)c1/C=C/C(=O)OCC(=O)NC(C)C(C)C (stereo not given)
  -10.7	3.9%	-4.3%	-7.8	-1.7	-8.5%	-0.8	4.4	1.7%
CCN1CCN(CC(=O)N2N=C(c3cccs3)CC2c2ccc(F)cc2)C(=O)C1=O (stereo not given)
  -1.6	1.4%	-2.2%	14.1	-4.9	0.4%	-5.6	-0.2	3.8%
Cc1ccc(C)c(NC(=O)COC(=O)CSc2ccccc2)c1
  -14.1	1.0%	-4.0%	-21.9	-6.7	11.3%	3.4	5.5	-2.3%
COc1cc(/C=C2\SC(=S)N(CCC(=O)NC3CCCC3)C2=O)cc(OC)c1OC
  -3.8	-5.4%	-3.0%	3.1	0.2	-34.7%	.	7.5	0.1%
O=C(NC1CCN(C(=O)NC2CCCCC2)CC1)c1cccc(F)c1
  -4.3	0.2%	-6.5%	8.2	-4.2	9.1%	.	7.6	2.7%
COc1ccc2c(c1OC)C(=O)N1C2SC(C)(C)[C@H]1C(=O)NCCCOC(C)C (stereo not given in full)
  -1.0	-0.4%	-3.0%	3.6	3.4	1.5%	2.5	3.0	1.8%

A second format for part of the listing above:
SMILES | LDHA inh | Vif-A3G inh | GRP78 ERSR act | D1 antag | D2 PAM | Vif-APOBEC3F blk | D1 PAM | D1 agonist | RXFP1 ag
COc1cc(/C=C2\SC(=S)N(CCC(=O)NC3CCCC3)C2=O)cc(OC)c1OC | -3.8 | -5.4% | -3.0% | 3.1 | 0.2 | -34.7% | . | 7.5 | 0.1%
O=C(NC1CCN(C(=O)NC2CCCCC2)CC1)c1cccc(F)c1 | -4.3 | 0.2% | -6.5% | 8.2 | -4.2 | 9.1% | . | 7.6 | 2.7%

Continuation:
Every second line gives: LDHA inh	Vif-A3G inh	GRP78 ERSR act	D1 antag	D2 PAM	Vif-APOBEC3F blk	D1 PAM	D1 agonist	RXFP1 ag
O=C(c1ccccc1)c1c2c(cc3sc4ccccc4[n+]13)-c1cccc3cccc-2c13
  3.2	6.31µM*	-2.1%	-24.8	-20.5	?	-4.6	241.7*	1.1%
CCN1CCN(C(=O)C(=O)c2cn(CC(=O)N3CCCC3)c3ccccc23)CC1
  -3.2	-0.3%	-3.4%	-6.1	-1.8	1.1%	2.2	2.1	-2.0%
CN(C)/C=C/C(=O)c1ccc(F)cc1F
  1.4	1.3%	-2.9%	-1.0	-4.6	-1.8%	-3.9	2.0	-0.2%
CC(=O)c1ccc(NC(=O)c2ccn[nH]2)cc1
  -2.1	-3.5%	-10.8%	-10.8	1.3	-2.2%	-0.3	-0.5	0.3%
COC(C[C@H]1O[C@H]1[C@H](O)[C@H](C)OCc1ccccc1)OC
  -4.0	-3.1%	-3.3%	8.9	1.1	0.5%	-0.8	4.4	0.0%
COc1ccc(NC(=O)c2cc(F)c(F)cc2Cl)cc1Cl
  -5.6	-3.6%	-0.2%	-2.3	4.9	-3.7%	6.1	4.4	-4.1%
O=C(COc1ccc(Cl)cc1Cl)NCCN1CCCCC1
  -1.5	3.1%	-3.5%	.	.	-4.0%	.	.	.
COc1ccc(Br)cc1/C=C(\C(=O)O)c1ccc(S(=O)(=O)N2CCCC2)s1
  -6.3	-3.2%	-4.5%	.	.	4.0%	.	.	.
C/C(=N\NC(=O)c1cc(-c2ccc(C)s2)nc2ccccc12)c1cccnc1
  -9.6	-14.5%	6.4%	-4.0	6.1	-4.8%	-3.5	2.0	3.4%
Cc1cc(Cl)ccc1OCC(=O)N/N=C/c1ccc(OC2OC(CO)C(O)C(O)C2O)cc1 (stereo not given)
  -9.7	-6.1%	-0.7%	6.8	-3.6	-13.0%	0.8	2.0	3.0%

More records:
Every second line gives: LDHA inh	Vif-A3G inh	GRP78 ERSR act	D1 antag	D2 PAM	Vif-APOBEC3F blk	D1 PAM	D1 agonist	RXFP1 ag
Cc1ccc(CN(CC(=O)NC2CCCC2)C(=O)c2csnn2)cc1
  -5.0	2.7%	-2.2%	9.3	3.6	10.3%	-4.8	2.3	-1.9%
O=C(Cc1cccc(C(F)(F)F)c1)N1CCCC1
  1.3	1.1%	-3.0%	-9.3	6.5	-20.6%	.	6.0	-0.4%
COc1cc(-c2nnc(SC/C=C/c3ccccc3)n2N)cc(OC)c1OC
  0.0	-2.4%	1.6%	-29.1	-1.8	-11.0%	-2.6	0.8	2.7%
CSc1nc(N)c(C(=O)NC2CCCCC2)s1
  -3.3	-5.2%	1.1%	12.6	-4.4	5.2%	-1.9	3.1	0.7%
Cc1ccc2c(Cn3cc(C(F)(F)F)cc(Cl)c3=O)cc(=O)oc2c1
  .	.	.	9.8	-1.2	.	-0.2	1.9	-0.8%
Cc1ccc(NC(=S)NC2CCCC2)c(C)c1
  -0.1	-3.3%	3.5%	-0.1	.	-25.0%	-0.8	3.7	0.7%
COc1ccc2sc(NC(C)=O)nc2c1
  -7.8	-8.0%	4.9%	-18.8	.	-15.5%	-4.2	0.6	-0.7%
COc1cc2c(cc1OC)CN(C1CCC(C)CC1)CC2 (stereo not given)
  -0.4	0.6%	-1.7%	-3.0	-19.3	-8.8%	-0.7	5.7	3.5%
CCc1ccccc1NC(=O)c1cc(S(=O)(=O)N2CCCC2)cn1C
  -4.1	1.4%	0.8%	3.0	8.4	-16.0%	-1.7	3.9	-2.9%
COc1ccc(N2CCN(Cc3csc(C)c3-c3ccc(C)cc3)CC2)cc1
  -2.6	5.6%	-4.2%	28.1	-6.8	8.0%	2.5	-0.3	2.1%

(listing goes on)
Every second line gives: LDHA inh	Vif-A3G inh	GRP78 ERSR act	D1 antag	D2 PAM	Vif-APOBEC3F blk	D1 PAM	D1 agonist	RXFP1 ag
O=C(CN1CCN(Cc2ccccc2F)CC1)Nc1ccccc1Cl
  0.3	-2.0%	-1.9%	4.8	9.3	3.1%	-5.1	3.2	-1.1%
CN(C)C(CNC(=O)c1ccc(S(=O)(=O)Nc2ccccc2F)cc1)c1ccco1 (stereo not given)
  2.4	0.4%	-0.3%	0.4	-9.8	-5.9%	-0.8	3.2	-2.2%
COc1cc(C(=O)Oc2cccc(C=O)c2)cc(OC)c1OC
  0.4	-6.8%	0.6%	-2.7	-1.8	0.8%	-1.6	3.0	2.6%
O=C(O)c1ccc(NCc2cccnc2)c([N+](=O)[O-])c1
  1.8	8.2%	0.2%	6.3	0.9	-45.9%	0.4	5.8	0.2%
Cc1ccc(C(=O)NC(=S)NCc2cccnc2)c(C)c1
  -0.4	4.0%	6.7%	-25.3	-6.9	-21.4%	-5.0	-0.7	0.5%
O=C(CSc1nc2ccccc2nc1Cc1ccccc1)N1CCCc2ccccc21
  -3.6	-4.8%	1.0%	9.6	-0.7	-23.1%	-1.4	6.3	22.5%
CN(C)c1ccc(-c2nc3ccccc3c(=O)[nH]2)cc1
  -3.5	-6.1%	-10.3%	-13.8	.	8.3%	-0.7	0.6	0.8%
CCc1nc(C)cn1S(=O)(=O)c1ccc(Br)cc1
  -2.2	2.7%	2.7%	19.7	6.8	0.6%	-3.2	5.1	1.0%
S=c1[nH]nc(COc2ccccc2)n1-c1ccc(Cl)cc1
  -3.4	-3.4%	-3.5%	.	.	-1.6%	.	.	.
Cc1ccc(S(=O)(=O)Nc2nc3ccccc3nc2NCc2ccco2)cc1
  -0.2	-9.3%	2.3%	-4.4	11.0	?	-7.1	-0.2	2.1%

Remaining list, next part.
Every second line gives: LDHA inh	Vif-A3G inh	GRP78 ERSR act	D1 antag	D2 PAM	Vif-APOBEC3F blk	D1 PAM	D1 agonist	RXFP1 ag
N#CCCN(C(=O)COC(=O)CCc1nc2ccccc2c(=O)[nH]1)c1ccccc1F
  -10.0	-3.0%	-2.4%	-5.1	-0.4	0.8%	-13.2	5.1	-1.8%
CCc1ccc(S(=O)(=O)NCc2nc3cccnc3n2Cc2ccccc2Cl)cc1
  1.9	-4.9%	-2.5%	15.3	11.1	2.3%	-5.5	2.5	1.4%
CC1=C(O)C(=O)C(c2c(C)cc(C)c(Br)c2C)=C(O)C1=O
  1.1	-8.1%	-4.3%	.	.	-4.5%	.	.	.
Nc1c(C(=O)CSc2nnnn2-c2ccccc2)c(=O)[nH]c(=O)n1C1CC1
  -4.8	-3.5%	-4.5%	.	.	10.9%	.	.	.
CC(C)(C)C(=O)Nc1nnc(-c2ccccc2)c(-c2ccccc2)n1
  -1.1	-2.9%	-1.7%	5.8	-8.5	-10.3%	-3.0	-0.5	-0.1%
Cc1ccc(SCC(=O)OCc2csc(CC(=O)Nc3ccccc3C)n2)cc1C
  -5.1	-8.1%	-2.6%	-3.4	-12.4	0.6%	.	3.1	0.3%
CC(=O)c1cc2c(cc1NC(=O)CN1CCN(c3cccc(C(F)(F)F)c3)CC1)OCO2
  4.2	6.6%	1.1%	3.3	-2.5	-2.5%	-3.0	0.0	4.0%
Cc1c(C(=O)NC(=S)Nc2ccc(NC(=O)c3cccs3)cc2)oc2ccccc12
  -4.8	0.7%	-5.7%	-28.1	-4.2	3.3%	-1.4	-1.1	1.5%
CCOc1cccc(C2Nc3ccccc3-c3cc(C)nn32)c1O (stereo not given)
  8.3	-6.2%	3.8%	2.9	-0.5	-13.1%	-3.0	0.0	22.4%
CCC(=O)N1CCCn2c1nc1ccccc12
  -6.6	0.4%	0.6%	-0.2	13.2	-7.0%	-12.0	0.0	-0.7%
COc1cccc(CNC(=O)CSc2c3c(nc4ccc(Cl)cc24)CCCC3)c1OC
  6.3	-17.2%	-10.2%	6.5	10.0	2.9%	1.0	2.7	11.5%
Cc1ccc(-n2c(SCC(=O)Nc3cc(C)on3)nc3ccccc3c2=O)cc1
  3.2	2.0%	-3.2%	2.7	0.3	-2.7%	-4.7	-0.5	5.1%

Screening data as filed in PubChem BioAssay.
